L3MBTL1 block: blocks human L3MBTL1; Q9Y468; AlphaScreen L3MBTL1–H3K9me1 peptide binding; Potency, µM (series often up to 57.1 µM), for the others: at the top dose activity, negative = inhibition, actives largely listed as inhibitors; AID 485360; hit rate 0.66% among 230,000; note: % is set by controls: 0 for no effect and ±100 for the full control effect; nearly all actives have a fitted effect of over 60% in size
Target sequence (Q9Y468 whole entry, looked up): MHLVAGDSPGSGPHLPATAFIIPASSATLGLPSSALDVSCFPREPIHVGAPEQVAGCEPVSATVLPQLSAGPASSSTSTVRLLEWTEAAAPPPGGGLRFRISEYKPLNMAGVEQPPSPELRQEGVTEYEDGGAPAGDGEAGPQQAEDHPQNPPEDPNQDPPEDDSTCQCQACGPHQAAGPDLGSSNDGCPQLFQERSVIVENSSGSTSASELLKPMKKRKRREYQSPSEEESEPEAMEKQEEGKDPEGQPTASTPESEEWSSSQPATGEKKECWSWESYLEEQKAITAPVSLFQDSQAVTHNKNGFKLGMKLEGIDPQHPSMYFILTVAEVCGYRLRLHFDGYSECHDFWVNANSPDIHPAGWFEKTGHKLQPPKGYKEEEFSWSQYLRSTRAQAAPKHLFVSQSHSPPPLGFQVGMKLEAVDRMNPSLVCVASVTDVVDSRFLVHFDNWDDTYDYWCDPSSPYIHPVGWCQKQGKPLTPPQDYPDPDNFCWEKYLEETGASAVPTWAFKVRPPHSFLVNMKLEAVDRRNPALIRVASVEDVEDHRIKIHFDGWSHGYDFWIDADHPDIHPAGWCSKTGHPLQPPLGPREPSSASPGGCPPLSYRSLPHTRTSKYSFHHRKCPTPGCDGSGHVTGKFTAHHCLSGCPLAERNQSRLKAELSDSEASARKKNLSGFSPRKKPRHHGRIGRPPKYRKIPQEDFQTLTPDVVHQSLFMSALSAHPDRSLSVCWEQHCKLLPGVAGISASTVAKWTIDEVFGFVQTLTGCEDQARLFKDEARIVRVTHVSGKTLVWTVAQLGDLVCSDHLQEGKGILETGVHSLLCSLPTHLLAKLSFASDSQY
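Displacement of a biotinylated histone H3(1-15) peptide monomethylated at Lys9 (75 nM) from L3MBTL1 (50 nM) was measured by AlphaScreen after a 30 min room-temperature compound incubation; cefsulodin titration served as intraplate control.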
Tau fibril FP: inhibitors of human tau fibril formation; P10636; K18 P301L tau heparin fibrillization, Alexa594 FP, 6 h; Potency, µM (highest dose often 57.7 µM), for inactives: at the top dose activity, negative = inhibition, most hits filed as inhibitors; hit rate 0.39% among 280,000; AID 1468; note: % is set by controls: 0 for no effect and ±100 for the full control effect; nearly all actives have a fitted effect of over 55% in size
Target sequence (P10636 561-689 P618L limits assumed): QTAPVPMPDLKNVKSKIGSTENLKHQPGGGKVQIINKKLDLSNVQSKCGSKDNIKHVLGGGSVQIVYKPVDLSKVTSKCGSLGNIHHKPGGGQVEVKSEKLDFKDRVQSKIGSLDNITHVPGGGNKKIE
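K18 P301L tau (15 uM unlabeled/0.24 uM Alexa 594-labeled, final) + compound + heparin 20 uM final; 100 mM NaOAc pH 7; 6 hr 37 C; ThT 30 uM final added, 1 hr RT; FP ex 555/em 632 nm.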
Tau fluor counter: counter-screen for tau fibril formation inhibitors. tau K18 P301L Alexa594 fluorescence, heparin fibrillization. Potency, µM (highest dose often 57.7 µM), for the others: at the top dose activity change, negative = decrease. hit rate 0.93% among 280,000; note: % is set by controls: 0 for no effect and ±100 for the full control effect; nearly all actives have a fitted effect of over 55% in size
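Human K18 P301L tau (15 uM unlabeled plus 0.24 uM Alexa 594-labeled, final) in 100 mM sodium acetate pH 7 was mixed with compound and 20 uM heparin and incubated 6 hr at 37 C.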
TRb-SRC2 inh: TRbeta-SRC2 interaction inhibition | hit rate 0.065% among 280,000 | AID 1469 | Potency, µM (titrated, usually from 106 µM), for inactives: at the top dose activity change, negative = inhibition, most hits filed as inhibitors | TRbeta-SRC2 peptide binding, fluorescence polarization; receptor liganded with 1 µM T3;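 note: plate controls were bound peptide for no effect and peptide without receptor for full effect; nearly all actives have a fitted effect of over 50% in size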
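Fluorescence polarization of 20 nM Texas Red SRC2 peptide (20-aa NR interaction domain) bound to 0.6 uM human TRb ligand-binding domain, with 1 uM T3, after 5 hr at ambient temperature; inhibition seen as decreased polarization.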
Tau ThT inhib: inhibitors of human tau fibril formation, thioflavin T binding. P10636. recombinant tau K18 P301L, heparin-induced fibrillization, ThT fluorescence. Potency, µM (titrated, usually from 57.4 µM), inactives show at the highest dose activity, negative = inhibition, actives largely listed as inhibitors. hit rate 2.1% among 270,000. AID 1460; note: % is set by controls: 0 for no effect and ±100 for the full control effect; nearly all actives have a fitted effect of over 55% in size
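Using a mix of unlabeled (15 uM) and Alexa 594-labeled (0.24 uM) tau K18 P301L, heparin-triggered fibrillization over 6 hr at 37 C was scored by ThT fluorescence.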
RECQ1 helicase: blocks DNA unwinding by human RECQ1 | hit rate 0.54% among 240,000 | AID 2549 | Potency, µM (titrated, usually from 57.3 µM), for the others: at the highest dose activity, negative = inhibition, most hits filed as inhibitors | RECQ1 DNA unwinding, red fluorescence kinetic read;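 note: plate controls were vehicle for no effect and no enzyme for full effect; nearly all actives have a fitted effect of over 30% in size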
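RECQ1T1 50 nM; forked duplex (20 bp + 30-nt ss tails) 200 nM, ATP 2 mM final; pH 8.0, 2 mM MgCl2, 2.5 ug/ml poly(dI-dC); 15 min compound preincubation; discontinuous kinetic read over 2 h at RT.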
TexasRed fluor: alters Texas Red total fluorescence, flagging assay interference. TRb/SRC2 Texas Red total fluorescence interference. Potency, µM (titrated, usually from 106 µM), for the others: at the highest dose fluorescence change, negative = quenching. hit rate 0.29% among 280,000. AID 1479; active = well fitted curve in either direction with a large enough effect; inconclusive = small, poorly fitted or top-dose-only effect; note: % is set by controls: 0 for no effect and ±100 for the full control effect
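Human TRb ligand-binding domain at 0.6 uM with 20 nM Texas Red SRC2 peptide in Tris buffer containing 1 uM T3 and 5% DMSO, incubated with compound 5 h at ambient temperature. Total fluorescence (555/632 nm) calculated as parallel + 2 × perpendicular.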
HTT ATP protect: protects HTT-Q103 PC12 cells, measured by ATP. PC12 HTT-Q103 induced, cytoprotection, ATP luminescence, 40 h. Potency, µM (titrated, usually from 56.4 µM), inactives show cytoprotection (ATP increase), hits mostly activators. hit rate 0.14% among 230,000. AID 1471;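 note: % of control where 0% means no effect; nearly all actives have a fitted effect of over 45% in size; toxic huntingtin expression switched on by the ecdysone agonist tebufenozide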
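PC12 cells with ecdysone-inducible HTT exon 1 Q103-GFP, induced with 100 nM tebufenozide and co-treated with library compounds in a dose series (1536-well, 1500 cells/well). Cytoprotection read as ATP content by ATPlite luminescence.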
Numbers without * were called inactive; i = inactive; ? = inconclusive; . = no result given; [ ] = another dose, or the depositor's remark. Unless noted, calls come from the whole dose curve; as a rule, active = well fitted curve in the direction sought with a large enough effect; inconclusive = small, poorly fitted or top-dose-only effect, or another doubt; inactive = no such curve, though single readings can be large; an effect the other way counts as inactive or inconclusive. Potency is the fitted concentration of half-maximal effect. Not all compounds are listed. The share of hits here may be higher or lower than overall.

SMILES | L3MBTL1 block | RECQ1 helicase | HTT ATP protect | TexasRed fluor | Tau ThT inhib | TRb-SRC2 inh | Tau fluor counter | Tau fibril FP
O=C(Nc1cccc(C(F)(F)F)c1)C(Sc1cccc[n+]1[O-])c1ccccc1 (stereo unspecified) | 4.8% | -0.7% | -13.8%[10 µM] | -1.3% | 12.9% | 8.7% | -16.0% | -6.7%
Cc1cc(C)n(C(=O)CCC(=O)NCc2ccccc2)n1 | -6.0% | -3.9% | 9.4% | -1.9% | -5.5% | 1.5% | -1.1% | 3.5%
CCN(C(=O)COC(=O)c1ccccc1Nc1cccc(C)c1C)C1CCS(=O)(=O)C1 (stereo unspecified) | 28.9% | -9.2% | -35.2% | . | -12.1% | . | -16.4% | 0.9%
O=C(Oc1ccccc1N1C(=O)C2CCCCC2C1=O)c1ccccc1F (stereo unspecified) | -1.1% | -10.9% | 16.6%[0.074 µM] | 3.0% | 2.2% | 7.3% | -0.8% | -11.0%
Cc1ccc2nc(C)c(C(=O)N/N=C/c3ccco3)cc2c1 | 0.8% | i | . | -1.8% | -2.5% | 8.8% | 2.5% | 5.4%
Cc1cc(C)c(S(=O)(=O)N2CCC(n3c(C(F)(F)F)nc4cccnc43)CC2)c(C)c1 | . | . | . | 0.9% | 5.3% | -2.0% | 1.7% | -1.1%
O=[N+]([O-])c1cccc(C(=Nc2ccccc2)NO)c1 | -8.2% | 5.1% | -11.4%[10 µM] | -1.3% | -9.5% | 5.9% | -18.6% | 5.9%
CN(C)c1ccc(/C=C/C(=O)c2ccccc2O)cc1 | . | -27.8% | -32.7%[inhibitor] | -2.0% | 3.98µM* | 8.2% | ? | ?
COc1ccc(N2CCN(C(=O)C(CC(C)C)NS(=O)(=O)c3ccc4nc(C)sc4c3)CC2)cc1 (stereo unspecified) | . | . | . | -8.2% | -9.5% | -3.2% | -19.3% | -9.6%
Cc1ccc(N2C(=O)CC(N3CCN/C3=C3\CC/C(=C\c4ccccc4)C3=O)C2=O)cc1 (stereo unspecified) | . | -3.3% | -45.0%[inhibitor] | -6.3% | -4.7% | -5.4% | -7.6% | -0.9%
COC(=O)[C@@]1(Cc2ccc(F)cc2)[C@H]2c3cc(C(=O)N(C)C)n(CCCNc4ccc(C(F)(F)F)cc4Cl)c3C[C@H]2CN1C(=O)c1ccccc1 | . | -5.0% | 19.2% | 2.1% | -15.9% | 3.4% | -7.7% | 1.7%
CC(C)(C)c1cc(C(=O)O)nn1-c1ccccc1 | -3.7%[11.4 µM] | -10.2% | -10.9%[10 µM] | -4.2% | 8.1% | 3.2% | 10.6% | -7.5%
COc1cc(OC)c(NC(=O)c2ccc(F)cc2)cc1Cl | -3.5% | i | -2.2% | -0.4% | 0.9% | 0.6% | 1.4% | -1.7%
CCOCCCNC(=O)C1CCN(C(=O)N(C)C)CC1 | -11.5%[11.4 µM] | i | -6.2%[0.074 µM] | 0.0% | -2.8% | -4.6% | 1.7% | 2.6%
Cc1ccc(C(=O)N2CCc3ccccc32)cc1 | -2.2% | i | 22.6%[10 µM] | 0.4% | 1.0% | -11.8% | 3.1% | -4.5%
Cc1ccc(C)c(S(=O)(=O)NCc2ccc(C(=O)N3CCC(Cc4ccccc4)CC3)cc2)c1 | -12.2% | -11.5% | -68.4%[inhibitor] | -4.5% | -8.4% | -1.3% | -7.5% | -10.6%
COC(=O)C1[C@H]2C(=O)N(Cc3cccs3)C[C@]23C=C[C@H]1O3 (stereo partly specified) | 8.3% | 3.6% | 3.2%[0.074 µM] | -0.1% | -6.5% | -6.0% | -8.4% | -7.1%
Cc1ccccc1NC(NC(=O)c1cccs1)C(Cl)(Cl)Cl (stereo unspecified) | 9.4% | -16.7% | -35.0% | 0.5% | 1.9% | 3.9% | -23.5% | -6.9%
CCOC(=O)C1C(C(=O)Nc2cccc(C(F)(F)F)c2)C1C(=O)NC(C)C (stereo unspecified) | -16.2% | -2.8% | 15.1%[10 µM] | -0.7% | 4.0% | -0.4% | 4.4% | -4.6%
CCN(CC)C(=O)CSc1nc2c(sc(=S)n2-c2ccccc2)c(=O)n1Cc1ccco1 | . | -1.6% | -32.3% | -0.4% | ? | -13.9% | -20.3% | ?
COc1ccc(CNC(=O)C2CCN(S(C)(=O)=O)CC2)c(OC)c1 | 6.9% | -3.7% | . | 0.4% | 8.6% | -7.7% | 11.1% | 2.4%
Cc1ccc(S(=O)(=O)NC(CCc2ccccc2)CC(=O)C(C)(C)C)cc1 (stereo unspecified) | 15.3% | i | . | -0.1% | -8.9% | 7.1% | -15.4% | 6.9%
COc1ccc(NC(=O)Cc2c(F)c(F)c(F)c(F)c2F)cc1OC | . | i | -4.0%[10 µM] | -2.1% | 9.5% | -0.9% | 6.2% | -2.2%
Cc1ccc(-c2nnc(SCC(=O)N/N=C/c3ccccc3C(=O)O)n2-c2ccc(C)cc2)cc1 | -7.7% | -15.0% | 9.7%[10 µM] | -0.3% | -7.2% | 1.7% | 3.8% | -0.5%

Ordered by molar mass (high to low): 3 of the compounds above.
SMILES | L3MBTL1 block | RECQ1 helicase | HTT ATP protect | TexasRed fluor | Tau ThT inhib | TRb-SRC2 inh | Tau fluor counter | Tau fibril FP
COc1ccc(N2CCN(C(=O)C(CC(C)C)NS(=O)(=O)c3ccc4nc(C)sc4c3)CC2)cc1 (stereo unspecified) | . | . | . | -8.2% | -9.5% | -3.2% | -19.3% | -9.6%
Cc1ccc(N2C(=O)CC(N3CCN/C3=C3\CC/C(=C\c4ccccc4)C3=O)C2=O)cc1 (stereo unspecified) | . | -3.3% | -45.0%[inhibitor] | -6.3% | -4.7% | -5.4% | -7.6% | -0.9%
Cc1ccc2nc(C)c(C(=O)N/N=C/c3ccco3)cc2c1 | 0.8% | i | . | -1.8% | -2.5% | 8.8% | 2.5% | 5.4%

The list continues:
SMILES | L3MBTL1 block | RECQ1 helicase | HTT ATP protect | TexasRed fluor | Tau ThT inhib | TRb-SRC2 inh | Tau fluor counter | Tau fibril FP
O=C(CC1CCCCC1)NCCCN1CCOCC1 | 5.4% | -15.1% | 33.4% | -5.2% | 10.9% | -5.4% | 3.5% | 2.9%
CCc1cccc2c(C(=O)CSc3nncn3-c3ccc(OC)cc3)c[nH]c12 | 8.4% | 6.3% | -9.8%[10 µM] | -2.4% | -14.9% | 0.6% | ? | -3.3%
CCOc1ccc(/C=N/NC(=O)CSc2ccccn2)cc1O | -0.2% | -7.4% | 0.3%[10 µM] | -3.8% | -6.2% | -0.9% | 0.9% | 11.5%
O=S(=O)(c1ccc(NC(=S)NC2CC2)cc1)N1CCOCC1 | -1.4% | -2.5% | -2.0%[10 µM] | -1.5% | -3.5% | -5.3% | -9.0% | -5.8%
CCOC(=O)c1nn(-c2ccc(OCC)cc2)c2nc(-c3cccc(OC)c3)c(C#N)c(=O)n12 | 31.8%[activator] | 6.1% | -2.5%[10 µM] | -1.4% | 1.3% | 3.4% | -12.1% | -14.6%
COCCCn1c(SCc2nnc(-c3ccccc3)o2)nc2sc3c(c2c1=O)CCC3 | -1.6% | i | -43.3%[inhibitor] | -1.9% | ? | -5.2% | -8.5% | -1.3%
COc1ccc(NC(=O)C23CC4CC(C2)CC(c2ccccc2)(C4)C3)c(OC)c1 | -16.3% | -5.3% | -12.4%[10 µM] | 2.9% | 2.5% | 0.6% | -17.6% | 12.1%
Cc1cc(N=Cc2c(O)n(-c3cccc(C(F)(F)F)c3)c(=O)c3ccccc23)no1 | -4.2% | i | -15.5%[10 µM] | 0.3% | ? | -1.5% | -5.9% | ?
Oc1ccccc1-c1cc(C(F)(F)C(F)F)[nH]n1 | 0.9% | -18.8% | 0.5%[1.9 µM] | -1.5% | 3.8% | 3.7% | -10.7% | 0.7%
N=c1c(C(=O)NCc2ccc3c(c2)OCO3)cc2c(=O)n3ccccc3nc2n1Cc1cccnc1 | 1.1% | -20.2% | -2.0% | -1.5% | ? | 2.5% | -27.3% | 3.2%
Cc1cc(-c2ccccc2)nc(SCC(=O)N2CCCC2)n1 | 5.6% | i | -5.8% | 2.5% | -4.0% | 4.5% | -1.1% | -5.5%
Cn1cnnc1Sc1ccc(CN2CCN(C3CCCC3)C(CCO)C2)o1 (stereo unspecified) | 36.7%[activator] | 13.3% | -17.4% | -10.2% | 0.8% | -6.3% | 1.0% | -2.0%
O=S1(=O)CC2N=C(N(Cc3c(F)cccc3Cl)c3ccccc3F)SC2C1 (stereo unspecified) | 4.9% | -3.4% | 19.3%[10 µM] | -0.5% | 3.5% | -2.5% | -3.5% | -2.0%
Cc1cc(Br)ccc1SCC(=O)OCC(=O)N1CCN(C(=O)c2ccco2)CC1 | -28.0% | 0.3% | 4.0%[10 µM] | -1.8% | 6.4% | 4.2% | 7.3% | 4.9%
COc1ccc(-n2c3c(c(=O)[nH]c2=O)C(C(F)(F)F)(C(F)(F)F)N=C(CC(C)C)N3)cc1 | 1.7% | 10.9% | -1.9% | 0.0% | -4.2% | 1.2% | -3.4% | 8.8%
O=C(NNC(=O)c1sc2cccc(Cl)c2c1Cl)NC1CCCCC1 | 2.5% | -8.8% | -38.9%[inhibitor] | 0.1% | 12.1% | -15.3% | -12.0% | -14.4%
O=C(CN1CCC(NC(=O)Nc2ccccc2-c2ccccc2)CC1)NCc1ccco1 | 0.1% | -3.8% | -15.9%[10 µM] | -1.4% | -6.5% | -12.9% | -7.3% | -4.4%
Cc1ccc(C)c(-c2ccc(=O)n(Cc3c(F)cccc3Cl)n2)c1 | . | . | . | -1.0% | ? | -0.7% | -19.7% | 3.5%
CC(C)Cn1c(N)c(C(=O)COC(=O)c2ccc3c(c2)OCCO3)c(=O)n(C)c1=O | -0.8%[11.4 µM] | -1.3% | -11.7% | 1.4% | ? | 6.1% | -27.3% | 1.6%
O=C(c1ccc(CSc2nc3ccncc3n2Cc2cccc(F)c2)cc1)N1CCCCC1 | . | . | . | -0.2% | -2.8% | 0.7% | -7.4% | -0.3%

High-throughput results from PubChem.
